Screening data: PubChem, Sanford-Burnham Center for Chemical Genomics
SENP6 inh: blocks the human protease SENP6 | inhibition, % at 10 µM | Q9GZR1 | Recombinant SENP6 catalytic domain, aminoluciferin luminescence | 330,000 compounds, 1.8% hits;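 active means inhibition above about 50% at the single tested dose, limit read from the data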;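 further: plate controls were DMSO wells with enzyme for no effect and DMSO wells lacking enzyme for full effect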
Apaf1 inhib: blocks human Apaf-1 apoptosome activity. reconstituted apoptosome caspase-3 activity, DEVD-Rh110 fluorescence. inhibition, % at 20 µM. 330,000 compounds, 0.71% hits; active means inhibition of at least 40% at 20 µM;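 further: plate controls were DMSO wells for no effect and DEVD-CHO caspase inhibitor wells for full effect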
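System – cell-free apoptosome with Apaf-1, procaspase-3 and caspase-9 · Buffer or medium – pH 7.5 Hepes buffer with CHAPS, BSA, DTT · Also added – cytochrome c with DEVD-Rh110 · Times – 30 min compound preincubation, 50 min activation, room temperature · Technique – Rh110 fluorescence intensity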
UBC13 polyUb: blocks human UBC13 polyubiquitin chain formation. P61088. TR-FRET. inhibition, % at 20 µM. 330,000 compounds, 0.47% hits. AID 485273; in the data active means inhibition above about 45%, passing the limit was not always enough; inconclusive means no clear call, values can overlap the other calls
SENP8 block-1: inhibitors of human SENP8 protease. Q96LD8. recombinant SENP8, Nedd8 substrate fluorescence. inhibition, % at 20 µM. 360,000 compounds, 0.64% hits. AID 602440; in the data active means inhibition mostly above about 40%, no sharp cut-off; inactive means mostly below about 27%
APOBEC3G inh: inhibitors of human APOBEC3G DNA deaminase | AID 493012 | inhibition, % at 20 µM | recombinant A3G, ssDNA deamination FAM/TAMRA fluorescence | Q9HC16 | 330,000 compounds, 0.28% hits;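 active means inhibition of at least 40% at 20 µM, with no more than 30% in the related APOBEC3A deaminase screen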;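 further: plate controls were DMSO wells with A3G for no effect and wells lacking A3G enzyme for full effect; some compounds called inactive have numbers as strong as hits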
Target sequence (Q9HC16 whole entry, looked up): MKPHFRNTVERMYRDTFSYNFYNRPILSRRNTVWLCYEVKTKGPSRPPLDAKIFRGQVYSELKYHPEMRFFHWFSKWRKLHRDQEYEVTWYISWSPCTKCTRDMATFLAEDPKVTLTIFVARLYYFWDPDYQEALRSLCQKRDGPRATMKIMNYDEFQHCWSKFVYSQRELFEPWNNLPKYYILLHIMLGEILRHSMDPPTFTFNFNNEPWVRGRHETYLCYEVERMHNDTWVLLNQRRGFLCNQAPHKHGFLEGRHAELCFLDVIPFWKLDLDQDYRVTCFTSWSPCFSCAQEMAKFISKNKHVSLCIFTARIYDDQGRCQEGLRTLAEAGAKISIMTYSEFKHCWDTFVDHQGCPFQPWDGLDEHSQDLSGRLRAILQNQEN
SENP1 inh: SENP1 (human) catalytic domain inhibition. Q9P0U3. recombinant SENP1 catalytic domain, CyPet-SUMO1-YPet FRET cleavage. inhibition, % at 10 µM. 360,000 compounds, 0.21% hits;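 active means inhibition at least 30% at 10 µM, raw YFP signal under a set limit, fluorescence ratio 0.5 to 1.5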;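 further: 0% = enzyme with DMSO and 100% = no enzyme wells; some results filed as inactive read as strong as hits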
Target sequence (Q9P0U3 419-644 limits assumed): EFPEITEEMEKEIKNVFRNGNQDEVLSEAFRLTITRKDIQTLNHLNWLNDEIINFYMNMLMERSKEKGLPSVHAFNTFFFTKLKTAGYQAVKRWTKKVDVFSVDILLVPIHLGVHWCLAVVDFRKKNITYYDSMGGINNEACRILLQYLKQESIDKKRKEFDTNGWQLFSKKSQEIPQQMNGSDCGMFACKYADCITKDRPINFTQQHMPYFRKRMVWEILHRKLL
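System: Recombinant human SENP1 catalytic domain, His6-tagged | Incubation: Enzyme reaction for 50 min at room temperature, dark | Medium: Tris pH 8 with BME, BSA, NP40 and catalase | Also added: 25 nM SUMO1 FRET substrate | Compound: 10 µM single point, 0.5% DMSO | Measured by: FRET fluorescence in CFP and YFP emission channels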
SENP7 inh: blocks the human protease SENP7. 330,000 compounds, 1.5% hits. Q9BQF6. recombinant SENP7, Z-RLRGG-aminoluciferin luminescence, 40 min. AID 434973. inhibition, % at 5 µM;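 active means inhibition above about 50% at the single test dose, limit read from the data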;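 further: plate controls were DMSO with enzyme for no effect and no enzyme buffer wells for full effect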
Target sequence (Q9BQF6 706-1050 limits assumed): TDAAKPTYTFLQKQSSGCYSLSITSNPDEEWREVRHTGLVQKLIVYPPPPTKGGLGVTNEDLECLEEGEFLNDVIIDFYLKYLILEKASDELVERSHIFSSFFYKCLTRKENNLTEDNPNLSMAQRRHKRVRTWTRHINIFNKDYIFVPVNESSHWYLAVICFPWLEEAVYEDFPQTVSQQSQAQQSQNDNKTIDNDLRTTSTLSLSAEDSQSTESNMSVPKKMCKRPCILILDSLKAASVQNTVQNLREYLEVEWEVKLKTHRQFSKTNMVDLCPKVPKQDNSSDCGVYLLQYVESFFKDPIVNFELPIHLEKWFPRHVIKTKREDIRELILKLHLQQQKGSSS
SENP8 block-2: blocks the human protease SENP8; inhibition, % at 10 µM; purified SENP8, Z-RLRGG-aminoluciferin cleavage, luminescence; AID 2540; 330,000 compounds, 1.2% hits; in the data active means inhibition above about 50%
* marks the source's active call; other numbers are inactive results; ? = inconclusive; . = no result given.

entry	Structure	SENP1 inh	SENP8 block-2	SENP7 inh	APOBEC3G inh	SENP8 block-1	Apaf1 inhib	UBC13 polyUb	SENP6 inh
1	COc1ccc(CCNS(=O)(=O)c2ccc3c(c2)oc(=O)n3C)cc1OC	1	6	1	-4	12	-6	-3	-17
2	Cc1ccc(N(CC(=O)NCc2ccc(F)cc2)S(=O)(=O)c2c(C)nn(C)c2C)cc1	-1	-2	7	0	4	3	-1	-8
3	CCOC(=O)c1c(-c2cccc(N)c2)cn2ccccc12	1	-1	10	8	-103	4	-3	2
4	CC1C(=O)N2CCCc3cc(S(=O)(=O)N(C)Cc4ccccc4)cc1c32 (configuration not stated)	-4	2	2	-6	1	9	5	-2
5	CCN(c1ccccc1)S(=O)(=O)c1cnc[nH]1	0	-6	-11	-7	9	8	-8	-19
6	Nc1nonc1C(=O)NCCNCc1ccccc1	-2	-5	-8	-9	14	5	-1	-14
7	CC1CCN(S(=O)(=O)c2cccc(C(=O)NNC(=O)c3ccco3)c2)CC1	2	2	5	-4	25	-15	2	-18
8	C#Cc1ccc([C@H]2C=C(C(=O)OCC=C)O[C@@H](OCc3ccc(CO)cc3)C2)cc1	-1	13	-6	-4	-44	1	-29	1
9	O=C(COC(=O)c1ccccn1)Nc1cc(Cl)ccc1Cl	3	-1	-7	-4	21	-8	16	1
10	N=C(N)SCc1nc2ccccn2c1Br	0	1	-4	-2	1	7	2	-16
11	C/C(Cl)=C\Cn1c(N2CCCC2)nc2c1c(=O)n(C)c(=O)n2C	3	4	6	-9	-2	-4	7	6
12	COc1cc(C=O)c(Br)cc1OCc1ccc(C)cc1	1	-8	-2	0	-1	7	?	-4
13	O=c1[nH]n(-c2ccc(F)cc2)c2ncccc12	2	6	6	4	0	12	-4	5
14	O=C1[C@H]2[C@@H](c3ccc(Cl)cc3)N3C(=O)N(c4cccc(Cl)c4)C(=O)[C@@]3(Cc3ccccc3)[C@H]2C(=O)N1C1CCCCC1	1	-31	-6	-3	18	16	-19	-12
15	COc1ccccc1Nc1n[nH]c(=S)s1	1	0	4	57*	24	7	-14	4
16	O=C(COc1cccc(C(F)(F)F)c1)N1CCN(c2ccc(O)cc2)CC1	2	1	-3	27	-6	-3	-16	-15
17	Cc1ccccc1Oc1cc(NC(=O)CCCn2nc(C)c([N+](=O)[O-])c2C)cc([N+](=O)[O-])c1	7	-15	-6	-2	9	13	-8	-14
18	O=C(O)c1ccc(NCc2nc3ccccc3n2CCOc2ccccc2Cl)cc1	-2	4	4	-9	1	-5	2	-5
19	Cc1ccc(CN2CCN(/N=C/C=C/c3ccccc3[N+](=O)[O-])CC2)cc1	-1	-1	5	-2	-15	18	1	5
20	CC1CCN(C(=O)CSc2nnc(CNC(=O)c3ccc(S(=O)(=O)N(C)C)cc3)o2)CC1	0	-5	2	1	14	-2	2	5
21	COc1ccccc1NC(=O)c1c(NC(=O)CCC(=O)O)sc2c1CCCCC2	-93	-3	-2	-3	-24	-7	0	2
22	O=C(NCc1ccc(F)cc1)N1CCc2ccccc2C1	4	-2	15	5	0	10	9	4
23	Cc1ccc(S(=O)(=O)N2CCOCC2)cc1NC(=O)Cn1nc(C)c([N+](=O)[O-])c1C	0	-12	12	-1	7	0	-8	-3
24	CC(C(=O)N(C)C1CCS(=O)(=O)C1)N1C(=O)/C(=C/c2cccs2)SC1=S (configuration not stated)	-16	2	1	-10	12	9	0	1
25	CCOC(=O)C1CCCN(C(=O)c2ccc(C(=O)c3ccccc3)cc2)C1 (configuration not stated)	3	-2	1	-9	5	-2	10	-1
26	COc1ccc(-c2cc(CN3C(=O)c4ccccc4C3=O)on2)cc1	2	5	-1	-1	8	-3	-4	7
27	Fc1cccc(CN2CCN(Cc3nc(CCc4ccccc4)no3)CC2)c1	-4	5	8	-4	15	-6	4	-12
28	CC1CCC(NC(=O)c2ccc3c(c2)S(=O)(=O)c2ccccc2C3=O)CC1 (configuration not stated)	3	9	0	-9	19	3	-1	-4
29	COC(=O)CCCC(=O)NCC1(N(C)Cc2ccccc2)Cc2ccccc2C1	1	-3	5	-5	3	-4	2	1
30	CCCCOc1ccc2c(C)cc(=O)oc2c1OCCCC	-1	0	-3	-1	-209	20	12	-7
31	C=CCn1cc(/C=N/NC(=O)COc2cccc3cccnc23)c2ccccc21	-9	-12	4	-12	2	15	14	-18
32	N#CC1=C(N)N(c2ccc(Oc3ccccc3)cc2)C(=O)C1	4	7	4	-4	26	9	-5	14
33	O=S(=O)(O)c1nc2ccccc2n1Cc1ccccc1	1	-9	-7	-11	-1	16	-6	-3
34	CCOC(=O)c1c(NC(=O)c2ccc(S(=O)(=O)N3CCOCC3)cc2)sc2c1CCN(C(C)C)C2	-49	-10	11	-4	-57	11	10	-5
35	Cc1ccc2c(c1)C(=O)C(=O)N2CC(=O)Nc1ccc(N2CCOCC2)cc1	2	-11	-3	-6	7	15	-28	-9
36	Cc1ccc(OCC(=O)OCC(=O)Nc2ccc3c(c2)OCO3)cc1C	6	-12	-5	-8	7	0	-13	-6
37	Cc1nc2cc(NCc3ccccc3O)ccc2n1Cc1ccccc1	4	-16	0	-7	-74	7	6	-21
38	O=C(COC(=O)/C=C/c1ccccc1[N+](=O)[O-])NCC(F)(F)F	-2	-6	-9	-10	7	-9	3	-4
39	O=C(COC(=O)Cc1ccc([N+](=O)[O-])cc1)NCc1ccc2c(c1)OCO2	4	3	4	-1	8	2	3	14
40	O=C(COC(=O)c1cc(=O)[nH]c2ccccc12)c1cccs1	8	-8	-11	-1	-143	12	-1	-7
41	COCCCNC(=O)C(=O)NCC(c1ccco1)N1CCN(c2ccc(OC)cc2)CC1 (configuration not stated)	-1	-5	-1	-7	19	-2	8	-16
42	CN(CCc1ccccn1)C(=O)CCC1CCCN(C(=O)CN2CCCCCC2)C1 (configuration not stated)	-12	11	-4	-7	13	0	2	-5
43	COc1ccc(NC(=O)C2CCCN(C(=O)c3ccc(Cl)cc3)C2)cc1S(=O)(=O)N(C)C (configuration not stated)	1	-4	2	-1	5	3	-10	-5
44	Cc1cccnc1NC(=O)Nc1ccc(Cl)cc1	1	-14	6	-3	10	2	-2	-9
45	COc1cccc(NC(=O)CN(C)C(=O)c2cccnc2Sc2ccc(C)c(C)c2)c1	0	-2	1	-9	13	9	1	-11
46	Cc1ccc2c(c1)N(Cc1ccccn1)C(=O)C(C)O2 (configuration not stated)	-3	-1	3	-5	16	-21	6	9
47	CC1(C)Cc2cccc(Oc3cc(NN4CCCCC4)c([N+](=O)[O-])cc3[N+](=O)[O-])c2O1	2	-12	15	-6	30	18	-32	-7
48	CCc1nnc(NC(=O)C2COc3ccccc3O2)s1 (configuration not stated)	0	-10	6	-6	14	2	0	17
49	O=C(CSc1nc2ccccc2[nH]1)NCc1ccco1	-2	-7	-9	-3	8	5	-6	-34
50	CC(C)CNC(=O)c1cccc(NC(=O)c2ccco2)c1	1	2	-1	-10	19	-8	0	-14
51	Cc1ccc(NC(=S)NCc2cccs2)cc1	1	1	11	-9	15	-1	52*	-1
52	O=C(O)CC1NC(=O)N(C2CCCCC2)C1=O (configuration not stated)	1	1	2	-7	4	-10	9	5
53	CCN(Cc1ccccc1)C(=O)c1cccc(S(=O)(=O)N2CCN(Cc3ccccc3)CC2)c1	1	7	3	1	10	21	-6	-4
54	COc1cc(/C=N/NC(=O)c2ccc(CN3c4cccc5cccc(c45)S3(=O)=O)cc2)cc(OC)c1O	2	-4	-4	-8	-389	4	-1	-5
55	COc1cc(C(=O)NNC(=O)Nc2ccc([N+](=O)[O-])cc2)cc(OC)c1OC	0	5	-2	-3	10	4	-2	-2
56	Cc1ccc(S(=O)(=O)N(CC(=O)NCc2ccncc2)Cc2ccc(F)cc2)cc1	0	1	7	-4	-1	2	3	-19
57	CCC(Cc1ccccc1)NS(=O)(=O)c1c(C)nc2sccn2c1=O (configuration not stated)	1	-5	-5	-7	-233	7	-8	-8
58	O=C(CCc1nnc(C2CCCCC2)o1)N1CCN(C2CCCCC2)CC1	-5	1	-9	-9	0	1	4	-54
59	COc1ccc(Cn2nnnc2C(c2cc3cc(C)ccc3[nH]c2=O)N2CCOCC2)cc1 (configuration not stated)	-1	7	7	-7	-81	-2	2	-9
60	O=C(COC(=O)/C=C/c1cccc(C(F)(F)F)c1)NCCN1C(=O)CSC1=O	-1	6	5	-6	-2	-2	5	8

Shown field by field: entries from further up
46: Cc1ccc2c(c1)N(Cc1ccccn1)C(=O)C(C)O2 (configuration not stated)
  SENP1 inh: -3; SENP8 block-2: -1; SENP7 inh: 3; APOBEC3G inh: -5; SENP8 block-1: 16; Apaf1 inhib: -21; UBC13 polyUb: 6; SENP6 inh: 9

47: CC1(C)Cc2cccc(Oc3cc(NN4CCCCC4)c([N+](=O)[O-])cc3[N+](=O)[O-])c2O1
  SENP1 inh: 2; SENP8 block-2: -12; SENP7 inh: 15; APOBEC3G inh: -6; SENP8 block-1: 30; Apaf1 inhib: 18; UBC13 polyUb: -32; SENP6 inh: -7

More records follow:
entry	Structure	SENP1 inh	SENP8 block-2	SENP7 inh	APOBEC3G inh	SENP8 block-1	Apaf1 inhib	UBC13 polyUb	SENP6 inh
61	C=CCC1CCCC(=O)N2CCCC12 (configuration not stated)	1	.	2	0	12	2	.	.
62	O=C(CSc1nnc(-c2ccc(OC(F)F)cc2)o1)NC(=O)NCc1ccco1	-2	-9	-1	22	9	6	-14	-5
63	CCOC(=O)c1sc(=NC(=O)COc2ccc(Cl)cc2)n(C)c1C	-3	2	1	-1	-15	-6	18	2
64	Nn1c(=S)[nH]nc(Cc2ccc(O)cc2)c1=O	3	-2	3	-9	25	-1	-21	-9
65	Cc1ccc(-c2cc(C(=O)NCC3CCCO3)no2)cc1 (configuration not stated)	3	-16	5	2	4	-4	2	2
66	COc1ccc(CCCc2n[nH]c(=S)n2C)cc1C	2	-2	-2	27	-6	-10	10	-4
67	Cc1ccccc1OCCC(=O)OCC(=O)N1CCN(S(=O)(=O)c2ccc(Cl)cc2)CC1	0	-4	-2	-1	6	21	-1	-1
68	CCOC(=O)N1CCN(C(=O)CCN2C(=O)/C(=C\c3ccccc3OC)SC2=S)CC1	-9	-11	7	-4	22	12	-14	-12
69	Cc1noc(C)c1C(=O)OCC(=O)N1CCc2ccccc21	-1	-13	-10	-6	6	11	-2	-13
70	O=[N+]([O-])c1c(NCCCO)cc(SCc2ccco2)c2nonc12	-10	11	14	19	42*	10	-26	45
71	COC(=O)C1CN(C(=O)COc2ccc(C)cc2)c2ccccc2O1 (configuration not stated)	1	4	-1	-3	11	9	5	-4
72	CC1CCc2[nH]nc(C(=O)O)c2C1 (configuration not stated)	0	2	5	-9	15	-8	3	-9
73	Cc1nc(N2CCOCC2)nc2c1CCCC2	1	1	2	-3	-129	-5	2	1
74	CCOC(=O)NN1C(=O)c2ccccc2NC1c1cccnc1 (configuration not stated)	-2	4	0	-4	-382	-11	12	-9
75	CCOC(=O)c1sc(NC(=O)/C=C/c2ccc(F)cc2)nc1C	1	5	0	-5	-364	-13	9	10
76	CN(C(=O)COc1ccccc1C(=O)NCCc1ccccc1)c1ccccc1	0	-9	-7	-6	0	2	-14	-6
77	CC(=O)NC(c1ccco1)c1cc(F)c2cccnc2c1O (configuration not stated)	-15	10	5	-4	6	-3	-16	-8
78	CCn1cc(C(=O)NCc2ccc(Cl)cc2)c(=O)c2cc(S(=O)(=O)N(C)C)ccc21	0	-6	-2	-7	24	10	5	-14
79	Cc1cccc(Cn2cc(SCC(=O)Nc3nccs3)c3ccccc32)c1	2	-2	1	2	22	12	-2	-10
80	O=C(Cn1nc(Cc2cccnc2)c2ccccc2c1=O)NCC1CCCO1 (configuration not stated)	1	-8	0	3	5	8	8	4
81	Cc1ccc(NC(=O)CN(C)CC(=O)Nc2ccc(F)c(F)c2F)c(Cl)c1	2	3	-5	-4	8	-4	8	-11
